FBPA coupling cs: inhibits coupling enzyme system, counter-screen for aldolase hits; coupling enzyme system counterscreen, AmpLite Red fluorescence; AID 2472; 290,000 compounds, 0.67% hits; activity change, negative = inhibition, % at 58.2 µM, hits read low; in the data active = activity change below about -30%; also: % is scaled to controls: 0 for no effect and ±100 for the full control effect
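Coupling enzymes only (glyceraldehyde-3-phosphate) + compound, at 57.5 uM final, 10 min RT; add substrate/coupling/AmpLite Red mix, 20 min RT; fluorescence ex 525/em 598 nm. Actives flag coupling-system interference.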
TSHR antag: human thyrotropin receptor antagonism. AID 504810. TSHR-expressing cells, TSH-stimulated cAMP HTRF, 2 h; active compounds read low. 330,000 compounds, 0.2% hits. activity change, negative = inhibition, % at 11.5 µM;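 active = activity change below a set negative limit, meaning inhibition stronger than a set level, cut at about -70% in these data; inconclusive = activity change between two set negative limits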; also: % is scaled to controls: 0 for no effect and ±100 for the full control effect
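TSHR-expressing cells were treated with compounds, then stimulated with TSH at EC80 (4nM final) for 2 hours at 37 deg C. Cellular cAMP was measured by HTRF competition between lysate cAMP and cAMP-d2 for a cryptate-labelled anti-cAMP antibody.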
A-T KAP1 phos: potential ataxia-telangiectasia treatment | […] A-T fibroblasts, KAP-1 phosphorylation AlphaLISA; neocarzinostatin DNA damage 30 min before lysis | 320,000 compounds, 0.19% hits | Potency, µM (highest dose often 57.5 µM), without a hit: top-dose activation, hits mostly activators; also: potency is read from the fitted curve at half-maximal effect; % of control where 0% means no effect; nearly all actives have a fitted effect of over 45% in size
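ATM-like activity read as KAP-1 phosphorylation via AlphaLISA donor/acceptor antibody pairs after lysis and 6 hr at 25C. Cells were ATM-null patient fibroblasts ([…], hTERT), dosed 60 min, then exposed to the DSB inducer NCS for 30 min.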
TCR act: T cell receptor activation; primary human leukocytes, anti-CD3, IL-2 HTRF, 48 h; Potency, µM (doses to about 9.22 µM), inactives show top-dose activation of IL-2 secretion, hits mostly activators; 330,000 tested, under 10 active; AID 504894; also: % of control where 0% means no effect
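1) Mix primary human leukocytes, a-CD3 beads and compound. 2) Incubate 48 hr. 3) Add HTRF IL-2 reagents (a-IL-2-K, a-IL-2-d2).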
hERG WT inh: blocks the wildtype human KCNH2 potassium channel. Q12809. U2OS, BacMam KCNH2, thallium flux FluxOr; active compounds read low. activity change, % at 1.84 µM. 340,000 compounds, 0.37% hits. AID 720551;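 active = maximum activity change below -70%; inconclusive = maximum activity change between -70% and -50%; inactive = maximum activity change above -50%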; also: % is scaled to controls: 0 for no effect and ±100 for the full control effect
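U2OS cells were transduced with wild-type KCNH2 virus (2.03 x 10^8 / mL) for 4 h at room temperature, then cultured overnight at 37 C. Thallium flux was read with FluxOr dye. Rate constants were normalized to DMSO controls.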
GALK inh: inhibitors of human galactokinase. 270,000 compounds, 0.007% hits. AID 1868. Purified GALK, Kinase-Glo residual ATP luminescence. Potency, µM (highest dose often 57.5 µM), without a hit: at the highest dose activity change, negative = inhibition, actives largely listed as inhibitors; also: potency is read from the fitted curve at half-maximal effect; % is scaled to controls: 0 for no effect and ±100 for the full control effect
Target sequence (P51570 whole entry, looked up): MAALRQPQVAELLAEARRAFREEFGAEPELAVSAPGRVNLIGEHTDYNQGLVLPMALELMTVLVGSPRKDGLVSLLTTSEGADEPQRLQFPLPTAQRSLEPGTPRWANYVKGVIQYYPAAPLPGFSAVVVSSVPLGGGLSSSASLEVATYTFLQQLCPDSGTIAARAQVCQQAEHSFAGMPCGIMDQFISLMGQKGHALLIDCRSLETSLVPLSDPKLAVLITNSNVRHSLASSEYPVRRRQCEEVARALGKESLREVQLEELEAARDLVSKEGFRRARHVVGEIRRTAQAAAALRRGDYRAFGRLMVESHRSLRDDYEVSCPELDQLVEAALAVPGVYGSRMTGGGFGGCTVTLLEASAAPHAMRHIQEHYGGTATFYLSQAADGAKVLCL
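Kinase-Glo Plus luminescence measured ATP left after a 1 h room-temperature reaction. The reaction used 5 nM GALK, 100 uM galactose and 35 uM ATP at pH 8.0 (20 mM HEPES, 5 mM MgCl2, 60 mM NaCl, 1 mM DTT, 0.01% BSA).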
CXXC DNA block: blocks binding of human MLL CXXC domain to DNA; MLL-CXXC / FITC-HOXA9 DNA fluorescence polarization; Potency, µM (highest dose often 115 µM), for the others: at the top dose activity change, negative = inhibition, hits mostly inhibitors; 290,000 compounds, 0.037% hits; active = well fitted inhibition curve with a large enough effect in the polarisation, with a control signal flat, not every such curve was filed as active; inconclusive = small, poorly fitted or top-dose-only effect, or effect the other way, or a change in a side signal; inactive = no such curve, though single readings can be large or run the other way; the % refers to the polarisation; also: potency is read from the fitted curve at half-maximal effect
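Fluorescence polarization: 7 uM MLL-CXXC (stock) preincubated 5 min with compounds, then 50 nM fluorescein-HOX-A9 DNA (stock) added; 30 min ambient. Buffer 50 mM Tris-HCl pH 7.5, 50 mM NaCl, 1 mM DTT, 0.05% BSA.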
BCR signal inh: blocks chronic active B-cell receptor signaling. ABC-DLBCL IkBa-CBG/CBR reporter, luminescence ratio, 4 h. Potency, µM (highest dose often 46.1 µM), for inactives: at the highest dose ratio change, negative = lower green/red ratio, usual class: inhibitors. 340,000 compounds, 0.05% hits; active = well fitted inhibition curve with a large enough effect in the signal ratio, with a control signal flat, not every such curve was filed as active; inconclusive = small, poorly fitted or top-dose-only effect, or effect the other way, or a change in a side signal; the % refers to the signal ratio;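 also: potency is read from the fitted curve at half-maximal effect; plate controls were basal doxycycline-induced cells for no effect and cells given 10 µM MG132 for full effect; MG132 reads +100%, hits lower the ratio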
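TMD8 ABC-DLBCL cells carrying doxycycline-inducible green luciferase fused to IkappaBalpha plus unfused red luciferase were exposed to compounds (up to 46 uM) for 4 hrs at 37C. Activity came from the overlap-corrected green/red luminescence ratio.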
Tb PFK block: blocks T. brucei phosphofructokinase. T. brucei PFK, ADP-Glo luminescence. AID 485367. 330,000 compounds, 0.17% hits. Potency, µM (titrated, usually from 57.5 µM), for inactives: at the top dose activity, negative = inhibition, usual class: inhibitors. O15648;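 also: potency is read from the fitted curve at half-maximal effect; 0% = uninhibited 1x PFK enzyme wells and -100% = no-enzyme wells; nearly all actives have a fitted effect of over 60% in size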
Target sequence (O15648 whole entry, looked up): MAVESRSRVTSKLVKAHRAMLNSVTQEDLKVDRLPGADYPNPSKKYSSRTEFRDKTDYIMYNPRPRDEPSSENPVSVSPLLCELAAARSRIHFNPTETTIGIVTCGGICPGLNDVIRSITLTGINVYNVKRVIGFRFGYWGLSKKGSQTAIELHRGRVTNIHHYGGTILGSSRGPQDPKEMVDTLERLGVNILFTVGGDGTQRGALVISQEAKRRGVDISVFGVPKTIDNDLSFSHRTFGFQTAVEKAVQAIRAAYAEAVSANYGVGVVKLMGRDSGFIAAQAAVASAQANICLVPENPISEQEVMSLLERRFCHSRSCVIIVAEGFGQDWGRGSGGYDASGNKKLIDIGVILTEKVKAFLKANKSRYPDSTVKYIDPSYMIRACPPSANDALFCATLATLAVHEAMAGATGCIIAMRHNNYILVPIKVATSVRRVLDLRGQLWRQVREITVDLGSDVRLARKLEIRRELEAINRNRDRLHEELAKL
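Compounds were pin-transferred as a titration series up to 57 uM into substrate buffer (0.5 mM F6P, 0.1 mM ATP, pH 8.0), then 1.25 nM PFK was added and reactions ran 45 min before ADP-Glo detection.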
Giardia kill: kills Giardia lamblia; Giardia lamblia trophozoite viability; activity change, % at 7.66 µM, hits read low; 340,000 compounds, 0.15% hits; AID 540267; in the data active = activity change below about -80%; inconclusive = between about -30% and that limit;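 also: parasites exposed to compound for two days anaerobically before the ATP read; % is scaled to controls: 0 for no effect and ±100 for the full control effect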
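Luminescence from cellular ATP indicates surviving trophozoites (100 cells/well) following 48 hrs anaerobic compound treatment at 37 deg C; signal develops 15-30 min at room temperature.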
Numbers without * were called inactive; ? = inconclusive; . = not tested or not shown; [ ] = remark or other dose. Unless noted, calls follow the shape of the dose curve; as a rule, active = well fitted curve in the direction sought with a large enough effect; inconclusive = small, poorly fitted or top-dose-only effect, or another doubt; inactive = no such curve, though single readings can be large; an effect the other way counts as inactive or inconclusive.

A first look (2 entries):
Each structure is followed by: FBPA coupling cs	TSHR antag	A-T KAP1 phos	TCR act	hERG WT inh	GALK inh	CXXC DNA block	BCR signal inh	Tb PFK block	Giardia kill
> COc1ccc(C2/C=C\CN(S(=O)(=O)c3ccc(C)cc3)[C@H](Cc3ccccc3)C(=O)N2Cc2ccc(F)cc2)cc1 (stereo partly drawn)
  4	-7	48%	1%	-26	-1%	5%	?	0%	13
> C/C(=N\NC(N)=S)c1ccc(-n2ccnc2)cc1
  8	-8	-3%	-2%	-24	-1%	-4%	-8%	0%	-9

The whole of this part, from the start:
Each structure is followed by: FBPA coupling cs	TSHR antag	A-T KAP1 phos	TCR act	hERG WT inh	GALK inh	CXXC DNA block	BCR signal inh	Tb PFK block	Giardia kill
> COc1ccc(C2/C=C\CN(S(=O)(=O)c3ccc(C)cc3)[C@H](Cc3ccccc3)C(=O)N2Cc2ccc(F)cc2)cc1 (stereo partly drawn)
  4	-7	48%	1%	-26	-1%	5%	?	0%	13
> C/C(=N\NC(N)=S)c1ccc(-n2ccnc2)cc1
  8	-8	-3%	-2%	-24	-1%	-4%	-8%	0%	-9
> CC(=O)c1ccc(OCC(O)COc2ccc(C(C)=O)cc2)cc1
  1	-5	0%	2%	-14	-1%	-7%	-2%	-1%	-6
> CCOC(=O)C(C)Sc1nnc2c3ccccc3n(C)c2n1 (stereo not drawn)
  0	-8	7%	3%	-17	-3%	0%	5%	5%	-1
> CN(Cc1ccco1)C(=O)CN1C(=O)NC(c2ccccc2)(c2ccccc2)C1=O
  .	3	-4%	-4%	3	.	.	12%	5%	-5
> Cc1ccc(NC(=O)C2CCC(C(C)(C)C)CC2)cc1S(=O)(=O)N1CCOCC1 (stereo not drawn)
  .	-25	-4%	-1%	4	.	.	?	-14%	11
> CCOC(=O)c1cc(NC(=O)N2CCCc3ccccc32)c(C)nc1C
  -4	4	-3%	-6%	-17	4%	4%	0%	0%	69[activator]
> Cc1ccc(-n2c([S-])c(C(=O)NC(C)c3ccccc3)[n+]3ccccc23)cc1 (stereo not drawn)
  -1	-12	2%	-1%	22	1%	9%	?	7%	-2
> O=S(NCc1ccco1)C12CC3CC(CC(C3)C1)C2 (stereo not drawn)
  -4	4	7%	-11%[46.1 µM]	-7	-4%	4%	7%	-4%	8
> O=C(/C=C/c1ccc(Br)o1)OCc1nc2ccsc2c(=O)[nH]1
  .	-3	0%	-23%	4	.	.	0%	?	-3
> CCOc1ccc(NC(=O)CN(C)C(=O)C2CCN(C(=O)c3ccc(Cl)cc3)CC2)cc1OCC
  .	-4	-4%	-3%	-2	.	.	2%	2%	22
> Cc1ncc(CN2CCC(N3CCC(C(=O)N4CCCC4)CC3)CC2)s1
  .	-10	18%	-1%	16	7%	5%	?	-3%	-13
> CC1CCCN(C(=O)CNC(=O)Cn2ccc3ccccc3c2=O)C1 (stereo not drawn)
  -1	-13	8%	-2%	-2	3%	13%	0%	1%	-20
> N#Cc1ccc(-c2ccco2)nc1SCc1ccccc1
  0	-24	13%	.	3	0%	10%	?	-4%	2
> COc1cccc(O)c1CN1CCC(n2nccc2NC(=O)c2ccc3c(c2)OCO3)CC1
  .	1	14%	2%	-5	3%	4%	-8%	1%	-15
> O=C(COC(=O)CSc1ccc(Cl)cc1)Nc1ccccc1
  .	-36	7%	5%	4	.	.	-3%	0%	13
> Nc1c(Br)cc(Br)c(N2CCCC2=O)c1Br
  -1	-7	5%	-3%	-4	2%	2%	-2%	0%	14
> O=C(NC1CCCc2ccccc21)C1CCN(S(=O)(=O)c2ccccc2F)CC1 (stereo not drawn)
  1	-4	3%	-1%[46.1 µM]	3	-3%	1%	-2%	-1%	-3
> COC(=O)c1ccc(C2/C(=C(\O)c3cccc(OC)c3)C(=O)C(=O)N2CCCN(C)C)cc1 (stereo not drawn)
  -1	-5	-3%	3%[46.1 µM]	-2	.	-5%	-9%	2%	?
> CCN(CC)S(=O)(=O)c1ccc2c(c1)nc(SCC(=O)N1CCOCC1)n2-c1ccccc1OC
  .	-6	-5%	.	1	0%	3%	1%	1%	7
> COc1ccc(C(=O)N(CN2CCCC2=O)c2ccc(C)cc2)cc1
  -1	30	0%	1%	-8	3%	2%	?	2%	1
> CCNc1ccc(S(=O)(=O)N(C)C)cc1NCC(=O)Nc1ccccc1Br
  0	-1	2%	16%	-1	12%	13%	4%	-6%	23
> O=C(NCc1cc(C(F)(F)F)ccc1F)C1CCC(=O)N(C2CCCCCC2)C1 (stereo not drawn)
  0	-5	9%	-4%	5	2%	-14%	-8%	-2%	3
> CN(CCO)c1cc(N2CCC3(CC2)OCCO3)c2nonc2c1[N+](=O)[O-]
  1	-5	-7%	2%[46.1 µM]	-8	1%	1%	-3%	1%	-29
> C=C(C)CN(CC)Cc1c(C(=O)N(C)CCCC)nc2ccccn12
  1	-2	2%	7%	-1	-2%	2%	-2%	1%	10
> Cc1cc2c(Nc3ccccc3)ncnc2s1
  0	0	4%	-2%	-3	1%	0%	-4%	2%	23
> COc1cc(OC)c(C(=O)OC(C)C(=O)Nc2cccc(C(F)(F)F)c2)cc1OC (stereo not drawn)
  0	-8	18%	10%[46.1 µM]	17	1%	1%	-4%	-4%	3
> Cc1cccc(OCC(=O)Nc2ccccc2C(F)(F)F)c1
  -2	-4	3%	-2%[46.1 µM]	1	0%	5%	-2%	-8%	14
> COc1cccc(CC(=O)Nn2c(C)nc3ccccc3c2=O)c1
  2	-8	9%	3%	-10	1%	-6%	2%	0%	12
> COc1cc(/C=C2\SC(=Nc3cccnc3)NC2=O)cc(OC)c1OC
  17	-3	-10%	-3%	-1	-1%	?	1%	-1%	24
> COc1cc(/C=N/NC(=O)c2cc(C3CC3)[nH]n2)cc(OC)c1OC
  -1	-5	3%	-5%	-15	7%	1%	-1%	1%	0
> COc1ccc(OC)c(NC(=O)C(CC(=O)O)NCc2ccco2)c1 (stereo not drawn)
  2	11	10%	2%	-1	-2%	-8%	-3%	0%	-2
> Cc1cc(C)n(CC(O)COc2ccccc2)n1 (stereo not drawn)
  1	9	-3%	.	-2	2%	10%	-4%	-4%	0
> CCC(NC(=O)C1CCCC1)c1ccc(C)cc1 (stereo not drawn)
  4	-3	1%	-6%	-5	-5%	3%	-1%	-5%	3
> Cc1ccc(S(=O)(=O)Oc2ccc(/C=C(/NC(=O)c3ccccc3)C(=O)NCC(=O)O)cc2)cc1
  11	-6	-2%	2%	6	-2%	-3%	?	-2%	32[activator]
> CC(=O)Nc1ccc(S(=O)(=O)C(C#N)c2nc3ccccc3nc2NCCO)cc1 (stereo not drawn)
  -6	-8	5%	-1%	10	4%	2%	4%	0%	2
> COc1ccc(Cn2c(-c3ccc(OC)c(O)c3)nc3ccccc32)cc1O
  0	3	-2%	7%	2	2%	-5%	-3%	-4%	-4
> CCn1c(SCc2ccc([N+](=O)[O-])cc2)nnc1C(C)NC(=O)c1ccc(C)cc1 (stereo not drawn)
  1	-13	-5%	-3%[46.1 µM]	32	1%	6%	2%	0%	-2
> CCc1nnc(NC(=O)CN2CCN(CC)CC2)s1
  2	4	8%	4%	-10	-1%	-1%	3%	0%	5
> O=C(CCC(=O)N1CCN(S(=O)(=O)c2ccc(Cl)cc2)CC1)Nc1ccc2ccccc2c1
  -1	8	9%	-6%[46.1 µM]	-3	-1%	-3%	3%	0%	9
> CCN1C(=O)[C@@H]2[C@@H](c3ccc(-c4ccc(OC)cc4)cc3)N3CCCC[C@@]3(C(=O)OC)[C@@H]2C1=O
  .	-20	17%	5%	-2	.	.	2%	6%	0
> CCCCN1CN(S(=O)(=O)c2ccc(OC)cc2)c2nc3ccccc3nc21
  -2	-7	1%	-4%	0	-5%	11%	12%	0%	-10
> CC(=O)N1CCN(S(=O)(=O)c2cccc(C(=O)N(C)Cc3ccc(C)o3)c2)CC1
  .	4	-4%	3%	19	.	.	1%	-1%	-11
> CC1Oc2ccccc2C=C1/C=C1/SC(N2CCOCC2)=NC1=O (stereo not drawn)
  -44*	12	-14%	3%	20	-1%	5%	?	4%	22

Screening results from PubChem.
